# AT treatment: qHTS Assay for Identifying a Potential Treatment of Ataxia-Telangiectasia. 0.19% of 320,000 active. […] A-T fibroblasts, KAP-1 phosphorylation AlphaLISA; neocarzinostatin DNA damage 30 min before lysis. Potency, µM (series often up to 57.5 µM), for inactives: top-dose activation, actives largely listed as activators; note: potency is the fitted concentration of half-maximal effect; % of control where 0% means no effect; nearly all actives have a fitted effect of over 45% in size
#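 hTERT-immortalized A-T patient fibroblasts ([…]), 500 cells/well in OPTI-MEM, 1% FBS, got compounds for 60 min, then NCS for 30 min at 37C. Lysates were then assayed for phospho-KAP-1 by AlphaLISA (anti-pKAP1 donor, anti-KAP1 acceptor beads), 6 hr at 25C.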
# CXXC DNA block: qHTS Fluorescence Polarization Assay for Inhibitors of MLL CXXC domain - DNA interaction; Histone-lysine N-methyltransferase 2A (Homo sapiens), Q03164; MLL-CXXC / FITC-HOXA9 DNA fluorescence polarization; Potency, µM (top dose mostly 115 µM), without a hit: at the top dose activity change, negative = inhibition, hits mostly inhibitors; 0.037% of 290,000 active; AID 2662, 2010; active = well fitted inhibition curve with a large enough effect in the polarisation, with a control signal flat, not every such curve was filed as active; inconclusive = small, poorly fitted or top-dose-only effect, or effect the other way, or a change in a side signal; inactive = no such curve, though single readings can be large or run the other way; the % refers to the polarisation; note: potency is the fitted concentration of half-maximal effect
#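 Steps: dispense CXXC domain solution (7 uM) → pin compounds or unlabeled HOX-A9 DNA control → 5 min ambient → add FLSN-HOX-A9 solution (50 nM) → spin → 30 min ambient → fluorescence polarization. Tris pH 7.5/NaCl/DTT/BSA buffer.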
# PTAP TSG101 blk: qHTS Assay for Iinhibitors of HIV-1 Budding by Blocking the Interaction of PTAP/TSG101 | Tumor susceptibility gene 101 protein (Homo sapiens), Q99816 | Fluorescence polarization, FITC-PTAP peptide / Tsg101 binding | Potency, µM (top dose mostly 115 µM), without a hit: at the top dose activity change, negative = inhibition, usual class: inhibitors | 340,000 tested, under 10 active; active = well fitted inhibition curve with a large enough effect in the main read-out, with a control signal flat, not every such curve was filed as active; inconclusive = small, poorly fitted or top-dose-only effect, or effect the other way, or a change in a side signal; inactive = no such curve, though single readings can be large or run the other way; note: potency is the fitted concentration of half-maximal effect; % of control where 0% means no effect
# Target sequence (Q99816 whole entry, looked up): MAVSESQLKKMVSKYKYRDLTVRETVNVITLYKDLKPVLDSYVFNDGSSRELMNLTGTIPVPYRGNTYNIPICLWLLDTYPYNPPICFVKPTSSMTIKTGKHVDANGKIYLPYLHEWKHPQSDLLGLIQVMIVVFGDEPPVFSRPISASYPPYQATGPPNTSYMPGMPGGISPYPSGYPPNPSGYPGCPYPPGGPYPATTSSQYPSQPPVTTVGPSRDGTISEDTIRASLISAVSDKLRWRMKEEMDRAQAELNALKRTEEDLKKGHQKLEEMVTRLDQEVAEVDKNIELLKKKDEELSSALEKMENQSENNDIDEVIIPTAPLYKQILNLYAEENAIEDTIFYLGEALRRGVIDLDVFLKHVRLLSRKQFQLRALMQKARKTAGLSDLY
#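 FP read-out: FITC-PTAP peptide, 50 nM final, binding Tsg101 binding domain, 10 uM final; 20 min, r.t.; 10 mM HEPES pH 7.5, 0.15 M NaCl, 0.01% Tween 20, 3 mM EDTA, 0.1 mM TCEP.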
# Integrin act MD: qHTS for Activators of Integrin-Mediated Alleviation for Muscular Dystrophy; alpha7betagal myoblasts, beta-gal FDG fluorescence, 48 h; Potency, µM (titrated, usually from 38.3 µM), for the others: at the highest dose activation, hits mostly activators; 0.064% of 350,000 active;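 note: potency is the fitted concentration of half-maximal effect; 100% = response of the positive control SU9516; nearly all actives have a fitted effect of over 60% in size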
#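 alpha7betagal+/- myoblasts (passage 13, 250/well) treated 48 h at 37C with compounds at 1:260 dilution of DMSO stock. Lysed, then beta-galactosidase activity read as FDG fluorescence (ex 480/em 540) after 30 min, with pre-read for autofluorescence.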
# Mito fusion act: qHTS Assay for Small Molecule Inhibitors of Mitochondrial Division or Activators of Mitochondrial Fusion; 0.23% of 320,000 active; S. cerevisiae fusion-defective mutant growth rescue, CellTiterGlo 48 h; Potency, µM (top dose mostly 46.1 µM), for inactives: top-dose growth rescue (activation), hits mostly activators;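 note: potency is the fitted concentration of half-maximal effect; % of control where 0% means no effect; nearly all actives have a fitted effect of over 45% in size; temperature-sensitive fusion mutants such as fzo1-1 at 37 °C on non-fermentable ethanol glycerol medium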
#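 Temperature-sensitive fusion-defective S. cerevisiae (e.g. fzo1-1, mgm1-5) were grown with compound in YPEG medium (3% ethanol, 3% glycerol) for 48 hours at 37C. Growth rescue was measured as viability by CellTiterGlo luminescence after 10 minutes at ambient.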
# ASM inhibitor: Inhibitors of Secretory Acid Sphingomyelinase (S-ASM): qHTS; Sphingomyelin phosphodiesterase (Homo sapiens), P17405; placental ASM, HMU-PC fluorogenic substrate, 60 min; Potency, µM (series often up to 57.5 µM), without a hit: at the top dose activity change, negative = inhibition, actives largely listed as inhibitors; 0.006% of 340,000 active; AID 504937, 2011; note: potency is the fitted concentration of half-maximal effect
#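 Fluorogenic HMU-PC substrate (9 uM final) is turned over by placental ASM in 60 min at 37 C after a 10 min compound preincubation. Reaction ended by alkaline stop (pH 10), with fluorescence read at 386/447 nm.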
# MBNL1 CUG block: qHTS Assay for Inhibitors of MBNL1-poly(CUG) RNA binding | Muscleblind-like protein 1 (Homo sapiens), Q9NR56 | TR-FRET MBNL1-His/biotin-(CUG)12 binding, 665/545 ratio | Potency, µM (titrated, usually from 57.5 µM), for the others: top-dose activity change, negative = inhibition, actives largely listed as inhibitors | 0.036% of 280,000 active; active = well fitted inhibition curve with a large enough effect in the signal ratio, with a control signal flat, not every such curve was filed as active; inconclusive = small, poorly fitted or top-dose-only effect, or effect the other way, or a change in a side signal; inactive = no such curve, though single readings can be large or run the other way; the % refers to the signal ratio; note: potency is the fitted concentration of half-maximal effect; % is set by controls: 0 for no effect and ±100 for the full control effect
#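 Compound titration spanned 92 nM–58 uM against the MBNL1-His/biotin-(CUG)12 complex. After 60 min at room temperature with 5 nM streptavidin-XL665 and 0.055 ng/ul terbium anti-His, ratiometric 665/545 nm emission (Ex 340 nm) normalized to controls.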
# TSHR antagonist: Antagonists of the Thyroid Stimulating Hormone Receptor: HTS campaign. TSHR-expressing cells, TSH-stimulated cAMP HTRF, 2 h; hits give low values. Thyrotropin receptor (Homo sapiens), P16473. 0.2% of 330,000 active. activity change, negative = inhibition, % at 11.5 µM;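 active = activity change below a set negative limit, meaning inhibition stronger than a set level, cut at about -70% in these data; inconclusive = activity change between two set negative limits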; note: % is set by controls: 0 for no effect and ±100 for the full control effect
#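 Freshly harvested TSHR cells receive pin-tooled compound, then EC80 TSH at 4nM final. After 2 hours at 37 deg C, antibody in lysis buffer and cAMP-d2 are added; 30 minutes at ambient temperature precede the HTRF read.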
# TCR act: Activators of T cell receptors: qHTS campaign; primary human leukocytes, anti-CD3, IL-2 HTRF, 48 h; Potency, µM (doses to about 9.22 µM), without a hit: top-dose activation of IL-2 secretion, hits mostly activators; 330,000 tested, under 10 active; AID 504894, 2011; note: % of control where 0% means no effect
#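 48 hr co-incubation of compounds, a-CD3 beads and primary human leukocytes; IL-2 quantified homogeneously by HTRF with anti-IL-2 K and d2 conjugates.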
# Menin MLL FP TR: qHTS Assay for Inhibitors Targeting the Menin-MLL Interaction in MLL Related Leukemias: Competition With Texas Red Labeled MLL-derived Mutant Peptide. O00255. Menin + Texas Red MLL mutant peptide, fluorescence polarization. Potency, µM (titrated, usually from 61.6 µM), without a hit: at the top dose FP activity change, negative = inhibition, usual class: inhibitors. 0.23% of 270,000 active. AID 1768, 2009; active = well fitted inhibition curve with a large enough effect in the polarisation, with a control signal flat, not every such curve was filed as active; inconclusive = small, poorly fitted or top-dose-only effect, or effect the other way, or a change in a side signal; inactive = no such curve, though single readings can be large or run the other way; the % refers to the polarisation; note: potency is the fitted concentration of half-maximal effect; % of control where 0% means no effect; many of its hits are not listed in these tables
# Target sequence (O00255 whole entry, looked up): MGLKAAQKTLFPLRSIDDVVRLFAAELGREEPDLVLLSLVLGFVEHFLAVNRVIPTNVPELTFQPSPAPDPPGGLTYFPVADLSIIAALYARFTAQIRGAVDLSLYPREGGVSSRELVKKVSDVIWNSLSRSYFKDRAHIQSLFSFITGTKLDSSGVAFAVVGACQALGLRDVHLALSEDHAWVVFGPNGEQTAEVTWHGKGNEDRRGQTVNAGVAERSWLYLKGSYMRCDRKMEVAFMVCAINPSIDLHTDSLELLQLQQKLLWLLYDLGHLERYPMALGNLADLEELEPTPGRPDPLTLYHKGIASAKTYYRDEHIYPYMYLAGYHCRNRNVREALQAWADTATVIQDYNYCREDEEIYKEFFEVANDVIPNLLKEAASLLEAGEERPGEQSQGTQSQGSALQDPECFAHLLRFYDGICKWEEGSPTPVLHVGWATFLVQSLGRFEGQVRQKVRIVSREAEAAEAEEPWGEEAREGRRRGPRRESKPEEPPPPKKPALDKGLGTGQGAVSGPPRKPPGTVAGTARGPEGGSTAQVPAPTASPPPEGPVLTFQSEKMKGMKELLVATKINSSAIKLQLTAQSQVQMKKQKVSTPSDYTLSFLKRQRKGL
# * = called active by the depositor; ? = inconclusive; . = no result given; [ ] = dose if it differs, or a comment. Unless noted, calls come from the whole dose curve; as a rule, active = well fitted curve in the direction sought with a large enough effect; inconclusive = small, poorly fitted or top-dose-only effect, or another doubt; inactive = no such curve, though single readings can be large; an effect the other way counts as inactive or inconclusive. This is a subset; the hit share may differ from the screen's.
(1) CCOCCCNCC(=O)NCC1CCCCC1
(2) O=S(=O)(NC(=S)c1ccccc1)c1ccc(Cl)cc1
(3) Cc1ccc(C)c(Cn2c(C(C)O)nc3ccccc32)c1 (stereo not drawn)
(4) CCN1CCN(C(=O)c2cc(COc3ccc(C(C)=O)cc3OC)on2)CC1
(5) CCn1nnnc1-c1ccc(OC)c(S(=O)(=O)NCCc2ccccc2)c1
(6) Nc1ncc(Br)cc1S(=O)(=O)NCCC(=O)NCCc1ccccc1
(7) N/C(=N\OC(=O)Cc1ccccc1[N+](=O)[O-])c1cccc(Br)c1
(8) Cc1cnc(C(=O)N(CC(C)C)c2c(N)n(CC(C)C)c(=O)[nH]c2=O)cn1
Assay by compound,1,2,3,4,5,6,7,8
AT treatment,-3%,2%,3%,0%,8%,-8%,10%,2%
CXXC DNA block,0%,6%,0%,3%,14%,10%,5%,.
PTAP TSG101 blk,-1%,-1%,-3%,-8%,-4%,-4%,-8%,-1%
Integrin act MD,-14%,-38%[inhibitor],11%,-4%,-21%[7.66 µM],18%,6%,5%
Mito fusion act,-4%,9%,-5%,3%,3%,3%,1%,-1%
ASM inhibitor,-3%,3%,-1%,-2%,1%,-2%,-1%,-2%
MBNL1 CUG block,-5%,-1%,-10%,-1%,6%,-2%,19%,.
TSHR antagonist,-5,-3,37,-5,3,-7,-2,12
TCR act,-1%,8%,-1%,-9%,0%,9%,0%,5%
Menin MLL FP TR,0%,39%[activator],-12%,9%,-1%,.,?,.

(9) CN(C)c1ccc(C(O)P(=O)(OC2CCCCC2)OC2CCCCC2)cc1 (stereo not drawn)
(10) CC1CC(C)CN(CCCNC(=O)c2ccc(CS(=O)(=O)Cc3cccc(Cl)c3)o2)C1 (stereo not drawn)
(11) Cc1ccc(CN2C(=O)C(Cc3ccccc3)Nc3ncnc(N4CCN(c5ccccc5)CC4)c32)cc1 (stereo not drawn)
(12) COc1cc(NC(=O)C23CC4CC(C2)CC(n2nnc(C)n2)(C4)C3)c(OC)cc1Cl
(13) CN(C)CC(CCC(CN(C)C)C(O)(c1ccccc1)c1ccccc1)C(O)(c1ccccc1)c1ccccc1 (stereo not drawn)
(14) O=C(c1ccc2nc(N3CCCCC3)sc2c1)N1CCN(Cc2ccc3c(c2)OCO3)CC1
(15) Cc1ccc(CN2C(=O)c3ccccc3NC2c2ccccn2)cc1 (stereo not drawn)
(16) OCCC1CN(Cc2ccn[nH]2)CCN1Cc1ccc(F)c(F)c1 (stereo not drawn)
Assay by compound,9,10,11,12,13,14,15,16
AT treatment,7%,0%,-10%,-7%,4%,5%,0%,-1%
CXXC DNA block,3%,0%,.,3%,-13%,3%,1%,-1%
PTAP TSG101 blk,0%,-9%,0%,-7%,-6%,1%,1%,-2%
Integrin act MD,-24%,-44%[inhibitor],-27%,-10%,-73%[inhibitor],-22%,-5%,8%
Mito fusion act,2%,-1%,11µM*,4%,-30%,-5%,6%,4%
ASM inhibitor,0%,2%,4%,-3%,2%,2%,88%[activator],1%
MBNL1 CUG block,3%,4%,.,-6%,-5%,8%,-5%,-9%
TSHR antagonist,2,-11,2,-13,3,-7,11,-2
TCR act,7%,-2%,-5%,4%,1%,3%,0%,-6%
Menin MLL FP TR,.,.,.,1%,?,-13%,5%,4%

# Values in list order from the entries so far.
# Mito fusion act, nos. 8 to 16 → -1%, 2%, -1%, 11µM*, 4%, -30%, -5%, 6%, 4%

# (continued)
(17) Cn1c(=O)c2c(nc(Cc3ccccc3)n2C)n(C)c1=O
(18) O=C(OC(C(=O)O)C(OC(=O)c1ccccc1)C(=O)NCc1ccccc1)c1ccccc1 (stereo not drawn)
(19) O=C(CCCCCBr)N1CCC(CC2CC(c3cccc(Br)c3)=NO2)(C(=O)NCC2CCCCC2)CC1 (stereo not drawn)
(20) O=C(N/N=C/c1ccncc1)C1CC1C(=O)N/N=C/c1ccncc1 (stereo not drawn)
(21) O=C(CN1CSCC1=O)N1CCN(S(=O)(=O)c2ccc(Cl)cc2)CC1
(22) CCN(CC)CCn1c(=S)[nH]c2cc(C(=O)NCc3ccc(C)cc3)ccc2c1=O
(23) CCOc1ccc(C(C)NC(=O)C2CCCC2)cc1 (stereo not drawn)
(24) O=C(O)c1ccc(-n2nc(C(F)(F)F)c3c2-c2ccoc2CC3)cc1
Assay by compound,17,18,19,20,21,22,23,24
AT treatment,9%,4%,29%,9%,1%,-1%,-2%,-8%
CXXC DNA block,11%,-13%,-7%,25%,.,1%,-23%,1%
PTAP TSG101 blk,-1%,-2%,-2%,1%,-5%,-7%,-1%,-9%
Integrin act MD,-22%,6%,-13%,13%,-2%,27%,32%,18%
Mito fusion act,2%,0%,5%,6%,-1%,-2%,-3%,15%
ASM inhibitor,6%,2%,-7%,5%,4%,4%,-2%,1%
MBNL1 CUG block,-3%,0%,-5%,?,.,-1%,-3%,0%
TSHR antagonist,-7,15,47,24,16,5,-2,-8
TCR act,6%,5%,-5%,-11%[46.1 µM],-2%,10%,6%,4%
Menin MLL FP TR,0%,28%,?,?,.,.,-26%,11%

# Arranged by molecular weight (largest number first): part of the list above.
(18) O=C(OC(C(=O)O)C(OC(=O)c1ccccc1)C(=O)NCc1ccccc1)c1ccccc1 (stereo not drawn)
(22) CCN(CC)CCn1c(=S)[nH]c2cc(C(=O)NCc3ccc(C)cc3)ccc2c1=O
(23) CCOc1ccc(C(C)NC(=O)C2CCCC2)cc1 (stereo not drawn)
Assay by compound,18,22,23
AT treatment,4%,-1%,-2%
CXXC DNA block,-13%,1%,-23%
PTAP TSG101 blk,-2%,-7%,-1%
Integrin act MD,6%,27%,32%
Mito fusion act,0%,-2%,-3%
ASM inhibitor,2%,4%,-2%
MBNL1 CUG block,0%,-1%,-3%
TSHR antagonist,15,5,-2
TCR act,5%,10%,6%
Menin MLL FP TR,28%,.,-26%

# Next section.
(25) COC(=O)C1CCN(C(=O)COC(=O)c2cccc(NS(=O)(=O)c3ccccc3)c2)CC1
(26) O=C(c1ccc(Cl)c(NC2=NC3CS(=O)(=O)CC3S2)c1)N1CCN(c2ccc(F)cc2)CC1 (stereo not drawn)
(27) COc1ccc2c(c1OC)C(=O)N(c1ccc3c(c1)CCC3)C2=O
(28) O=C(O)c1ccc2c3c(ncnc13)-c1ccccc1C2=O
(29) O=C(NC(Cc1cccc(F)c1)C(=O)O)C1CCCCC1 (stereo not drawn)
(30) Cc1ncc([N+](=O)[O-])n1CCOC(=O)c1ccc(Cl)cc1Cl
(31) CC(=O)OCC(=O)[C@@]12OC(C)(C)O[C@@H]1CC1C3C[C@H](F)C4=CC(=O)C=CC4(C)[C@@]3(F)C(O)CC12C (stereo partly drawn)
(32) CCCc1cc(C(=O)N(C)CC(=O)Nc2ccc(OCC)c(OCC)c2)sc1C
Assay by compound,25,26,27,28,29,30,31,32
AT treatment,-4%,0%,3%,22%,0%,3%,-2%,2%
CXXC DNA block,.,-1%,9%,-26%,.,5%,.,.
PTAP TSG101 blk,-4%,-3%,-2%,-13%,1%,-10%,-1%,-3%
Integrin act MD,15%,7%,-6%,-45%[inhibitor],-5%,8%,.,22%
Mito fusion act,-2%,-5%,-7%,-2%,-15%,-1%,2%,1%
ASM inhibitor,3%,-1%,-2%,-1%,4%,-7%,0%,-2%
MBNL1 CUG block,.,-2%,-15%,?,.,?,.,.
TSHR antagonist,-4,9,-1,8,3,3,.,7
TCR act,4%,7%,-4%[46.1 µM],-2%,-3%,8%,-5%,7%
Menin MLL FP TR,.,.,6%,-24%,.,-29%,.,.

# Screens from PubChem.
